Cneo AK release: Cryptococcus neoformans cell lysis inducers, primary screen, AK release luminescence, single concentration; C. neoformans lysis, adenylate kinase release luminescence, 4 h; normalised: neutral wells 0, clomiphene wells 100; lysis activity, % at 15 µM; hit rate 0.2% among 360,000; AID 651654, 2012;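 active = mean lysis activity across replicates of at least 80%, whatever share of replicates individually reach that level; inactive = mean lysis activity below 80%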
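Assay system: log-phase C. neoformans yeast / Quantity: yeast cell density of 5 × 10^6 cells/mL / Medium: fresh YPD growth medium / Compound: single dose / Timing: static 4 h at 37 °C with compound, 1 h detection / Measured by: adenylate kinase release luminescence / Read-out: lysis from increased AK signal / Benchmarks: Clomiphene as positive lysis control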
SIRT5 inh: SIRT5 desuccinylase inhibitors, primary screen, biochemical, fluorescence imaging, single point, set 5; NAD-dependent protein deacylase sirtuin-5, mitochondrial (Homo sapiens), Q9NXA8; Purified SirT5, succinyl-peptide AMC, trypsin-coupled fluorescence; inhibition, % at 15 µM; hit rate 1.1% among 330,000; in the data active = inhibition above about 15%
Xi reactivation: activators of inactive X chromosome reactivation, primary screen, imaging, XiGFP fibroblasts, GFP high-content imaging, set 2; XiGFP mouse fibroblasts, % GFP-positive cells imaging, 3 d; cells co-treated with 5-aza-dC sensitizer; scaled so ellipticine positive control = 100%; hit rate 0.055% among 360,000; AID 743238, 2013; activation, % at 7.58 µM;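 active = mean normalized replicate activation at least 10% and every replicate at or above 10%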;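 note: 0% = median of on-plate neutral control wells and 100% = ellipticine 6 µM median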
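material = 68-5-11 XiGFP fibroblast line | medium = DMEM plus 5-aza-dC sensitizer | schedule = 3 days compound exposure | benchmarks = positive control ellipticine, 6 µM final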
Statin myotox sup: suppressors of statin myotoxicity in C2C12 myotubes, primary screen, cell-based, single point, plate reader; hit rate 0.78% among 330,000; C2C12 myotubes + simvastatin, ATP luminescence, 48 h; scaled: DMSO 0, geranylgeraniol control 100; rescue of ATP level, % at 7.49 µM;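 active = mean ATP rescue above about 67%, or every replicate alone reaching that limit, limit read from the data, passing the limit was not always enough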;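 note: myotubes were challenged with 10 µM simvastatin during compound exposure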
S100A4 MyoIIA: inhibitors of S100A4-myosin IIA peptide binding, primary screen, biochemical, fluorescence polarization, TAMRA-MyoIIA peptide; inhibition, % at 10.7 µM; Protein S100-A4 (Homo sapiens), P26447; hit rate 0.14% among 360,000; AID 652163, 2013;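 active = mean inhibition of at least 70% across replicates, with every replicate also reaching that level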
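Assay system: human S100A4 monomer with TAMRA-labelled myosin IIA peptide / Buffer or medium: Calcium-containing HEPES buffer, pH 7.2 / Reagent: TAMRA-labelled myosin IIA heavy-chain peptide probe, 5 nM / Compound: one dose per compound / Timing: polarization read 5 min after assay mix addition, stable 5–60 min / Benchmarks: neutral control DMSO, positive control TFP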
PGC1a acetyl inh: inhibitors of PGC1a acetylation signal, primary screen, cell-based, U2OS, AlphaScreen, inhibitor mode; AlphaScreen anti-acetyl-lysine; with virally co-expressed GCN5 acetyltransferase; inhibition, % at 15.6 µM; hit rate 0.17% among 350,000; AID 651687, 2012;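 active = every replicate shows inhibition of at least 40%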;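 note: 0% = neutral control wells and 100% = positive control wells; some results beyond the cut were filed as inactive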
ERAP1 HTS inh: human ERAP1 aminopeptidase inhibitors, primary screen, biochemical, single point, plate reader. Endoplasmic reticulum aminopeptidase 1 (Homo sapiens), Q9NZ08. hit rate 0.15% among 340,000. inhibition, % at 10.7 µM. AID 652197, 2013. recombinant ERAP1, Leu-AMC fluorescence, 60 min;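 active = mean replicate inhibition of at least 30%, or all replicates individually reaching that 30% level; inactive = mean below 30% and not every replicate reaching it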;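 note: 0% = neutral control wells and 100% = L-leucinethiol positive control wells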
Target sequence (Q9NZ08 whole entry, looked up): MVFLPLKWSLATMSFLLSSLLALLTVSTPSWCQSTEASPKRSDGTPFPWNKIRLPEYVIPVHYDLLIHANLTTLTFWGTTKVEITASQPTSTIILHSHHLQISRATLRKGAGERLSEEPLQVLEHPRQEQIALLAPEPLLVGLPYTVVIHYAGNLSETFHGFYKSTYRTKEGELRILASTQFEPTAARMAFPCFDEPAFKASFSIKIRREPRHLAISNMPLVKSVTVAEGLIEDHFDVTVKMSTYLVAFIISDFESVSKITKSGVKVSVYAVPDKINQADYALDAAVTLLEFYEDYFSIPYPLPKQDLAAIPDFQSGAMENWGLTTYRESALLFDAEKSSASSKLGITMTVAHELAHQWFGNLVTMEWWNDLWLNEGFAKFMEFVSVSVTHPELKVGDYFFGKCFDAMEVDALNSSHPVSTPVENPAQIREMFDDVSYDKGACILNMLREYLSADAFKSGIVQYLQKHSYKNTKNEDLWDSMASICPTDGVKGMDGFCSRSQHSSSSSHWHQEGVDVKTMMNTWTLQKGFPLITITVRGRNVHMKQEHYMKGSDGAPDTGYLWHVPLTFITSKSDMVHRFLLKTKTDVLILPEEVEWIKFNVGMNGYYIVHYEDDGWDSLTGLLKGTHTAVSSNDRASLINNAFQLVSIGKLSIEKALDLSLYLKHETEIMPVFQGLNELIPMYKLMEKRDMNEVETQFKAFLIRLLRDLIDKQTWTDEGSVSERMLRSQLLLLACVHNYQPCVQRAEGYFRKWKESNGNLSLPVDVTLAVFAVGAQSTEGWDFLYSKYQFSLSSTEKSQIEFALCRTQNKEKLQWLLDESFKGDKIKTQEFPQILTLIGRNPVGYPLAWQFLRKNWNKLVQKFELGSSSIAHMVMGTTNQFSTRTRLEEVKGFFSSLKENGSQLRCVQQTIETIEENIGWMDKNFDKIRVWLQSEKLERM
LGR2 antag: inhibitors of bursicon-induced LGR2 CRE-luciferase signal, primary screen, cell-based, HEK293, CRE-luciferase reporter, bursicon stimulation; Drosophila bursicon receptor LGR2 (rickets); bursicon-stimulated, 4 h; inhibition, % at 9.99 µM; hit rate 0.35% among 380,000; AID 720647, 2013;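 active = drop in luminescence signal, shown as inhibition above about 50% in the replicate tests, limit read from the data, passing the limit was not always enough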;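 note: agonist challenge used bursicon conditioned medium at about half maximal strength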
The depositor's hits bear a star; · = no result given. These rows are one share of the data. The share of hits here may be higher or lower than overall.

SMILES	Cneo AK release	SIRT5 inh	Xi reactivation	Statin myotox sup	S100A4 MyoIIA	PGC1a acetyl inh	ERAP1 HTS inh	LGR2 antag
C/C=C\C(=O)Nc1cccc(C2=NOC3(C2)C[C@H](C(N)=O)N(C(=O)Cc2ccc([N+](=O)[O-])cc2)C3)c1 (some centres not stated)	1	-1	0.1	3	0	·	-2	-6
COc1ccc(S(=O)(=O)Nc2cccnc2)c(C)c1C	1	2	0.3	4	-12	13	3	5
COc1ccc(N2CCN(C(=O)c3ccc(SC)cc3OC)CC2)cc1	·	1	-0.1	·	-6	·	0	-4
CN1c2ccc(-c3ccccc3F)cc2[C@@H]2[C@@H](CCN2C(=O)NC2CCCCC2)[C@@H]1CO	·	-1	0.0	·	10	·	-1	7
Cc1ccc(OCC(=O)Nc2ccc3oc(=O)ccc3c2)cc1C	1	2	0.1	1	3	-3	-3	25
CC(C)(C)n1nnnc1C(c1ccccc1)N1CCN(c2ccccn2)CC1 (configuration not stated)	·	-2	0.8	·	-1	·	1	-19
CCOc1ccc2cc(S(=O)(=O)N3CCOCC3)ccc2c1	-2	·	·	-10	·	3	·	-2
Cc1ccc(N2CCC3CC2c2cc(-c4ccc(C(F)(F)F)cc4)ccc23)cc1 (configuration not stated)	-2	2	0.2	-9	-70	-3	-1	-11
COc1ccc(S(=O)(=O)N(C)C[C@@H]2Oc3ccc(NS(=O)(=O)c4cccs4)cc3CC(=O)N([C@H](C)CO)C[C@@H]2C)cc1	3	1	-0.2	-22	3	-4	1	-4
Cc1cc(NC(=O)/C=C/c2ccco2)ccc1NC(=O)c1ccccc1	-2	4	0.1	4	0	-14	2	12
Cc1cc2oc(=O)cc(CN3CCN(S(=O)(=O)/C=C/c4ccccc4)CC3)c2cc1C	1	·	0.2	·	·	-1	·	8
CC1CCN(c2ccc(C(=O)Nc3nnc(C4CC4)s3)cc2[N+](=O)[O-])CC1	·	-9	0.3	·	7	·	0	-18
Cc1ccc(-c2csc(-c3cc(C)on3)n2)cc1	·	-2	5.2	·	4	-2	4	-24
CO[C@@H]1CN(C)C(=O)c2ccc(NC(=O)C3CCCC3)cc2OC[C@@H](C)N(C)C[C@@H]1C	0	-1	0.3	-5	16	·	-3	-4
Cc1ccc(-c2cnc3c(c2)C(=O)N([C@H](C)CO)C[C@H](C)[C@H](CN(C)C(=O)Cc2cccnc2)O3)cc1	-3	3	-1.4	4	-1	-7	3	5
COc1ccc(COCC(O)CN2CCC(C(N)=O)CC2)cc1OC (configuration not stated)	·	0	0.1	·	-7	·	-5	-8
Cc1ccccc1S(=O)(=O)Nc1ncnc2ccccc12	-1	-2	0.3	-6	9	10	-4	-21
Cc1cc(C)cc(NC(=S)N2CC(C)OC(C)C2)c1 (configuration not stated)	0	1	0.1	·	0	4	-1	4
COc1ccc(C(C(=O)NC(C)(C)C)N(C[C@H]2CC[C@@H]([C@@H]3CC[C@H](CO)O3)O2)C(=O)c2ccccc2)cc1 (some centres not stated)	-3	3	0.0	5	-4	·	-8	-9
C[C@H](O)C(=O)C1=Nc2c(nc(N)[nH]c2=O)NC1	-1	-6	0.3	-2	17	·	-2	2
COC(C/C=C/[C@@H](O)[C@@H](C)OCc1ccccc1)OC	0	·	0.1	·	3	-7	-3	11
O=C(Nc1nccs1)c1ccc(N2C(=O)C3CCCCC3C2=O)cc1 (configuration not stated)	·	1	0.0	·	0	1	-2	-33
C[C@@H]1CCCCO[C@H](CN(C)S(=O)(=O)c2ccc(Cl)cc2)[C@@H](C)CN([C@@H](C)CO)C(=O)c2cc(NS(=O)(=O)c3cn(C)cn3)ccc2O1	-3	5	-1.1	·	-7	-2	-1	5
NC(=O)c1cc(S(=O)(=O)Nc2ccccc2)cs1	0	-4	-0.1	0	-2	-5	0	-24
OCCN1CCN(CC/C=C2/c3ccccc3CSc3ccccc32)CC1	0	4	-0.2	21	3	-4	4	3
O=C(CSc1ncccc1C(=O)O)NC12CC3CC(CC(C3)C1)C2	·	-3	0.1	·	-6	0	3	23
CCOc1cc2[nH]c(=O)n(CC3CCC(C(=O)NCCC(C)C)CC3)c(=O)c2cc1OCC (configuration not stated)	·	-1	0.7	0	2	0	·	-1
COc1ccc(N2CCN(S(=O)(=O)c3c(C(=O)N4CCOCC4)c(C)n(C)c3C)CC2)cc1	2	-4	0.0	-2	-4	1	-7	0
O=C(O[C@H]1[C@H](Cc2ccccc2)NS(=O)(=O)[C@H]2C[C@@H]3C=C[C@]12O3)c1ccc([N+](=O)[O-])cc1	1	·	0.0	16	0	2	0	-2
Cc1ccc(-c2nnnn2-c2ccccc2C(=O)O)cc1	2	-1	0.0	7	0	7	·	·
COc1ccc(OC)c(C(=O)/C=C/c2cccnc2)c1	0	-1	0.1	-10	-5	·	1	7
Cc1cc(C(=O)N2CCN(S(=O)(=O)c3ccc(C)c(C)c3)CC2)no1	0	-2	-0.1	20	10	·	-3	0
COc1ccc(NC(=O)CSc2nc3sc(C)c(C)c3c(=O)n2Cc2ccco2)cc1	-2	0	·	13	-5	-16	-8	-5
Cc1nc2ccccn2c1-c1csc(Nc2cccc(O)c2)n1	·	1	0.6	·	-5	12	-1	-10
CN(C)C(=O)c1cccc(-c2ccccc2[C@H]2[C@H](C#N)N(C(=O)C3CC3)[C@H]2CO)c1	·	3	0.2	·	-8	-15	-1	3
COc1ccc(N2CCN(C(CNC(=O)C(C)(C)C)c3cccnc3)CC2)cc1 (configuration not stated)	-1	-1	0.2	·	-5	7	-1	1

Arranged by molar mass (largest number first): 5 of the compounds above.
SMILES	Cneo AK release	SIRT5 inh	Xi reactivation	Statin myotox sup	S100A4 MyoIIA	PGC1a acetyl inh	ERAP1 HTS inh	LGR2 antag
COc1ccc(N2CCN(S(=O)(=O)c3c(C(=O)N4CCOCC4)c(C)n(C)c3C)CC2)cc1	2	-4	0.0	-2	-4	1	-7	0
COc1ccc(NC(=O)CSc2nc3sc(C)c(C)c3c(=O)n2Cc2ccco2)cc1	-2	0	·	13	-5	-16	-8	-5
OCCN1CCN(CC/C=C2/c3ccccc3CSc3ccccc32)CC1	0	4	-0.2	21	3	-4	4	3
Cc1cc(C(=O)N2CCN(S(=O)(=O)c3ccc(C)c(C)c3)CC2)no1	0	-2	-0.1	20	10	·	-3	0
COc1ccc(OC)c(C(=O)/C=C/c2cccnc2)c1	0	-1	0.1	-10	-5	·	1	7

(further entries)
SMILES	Cneo AK release	SIRT5 inh	Xi reactivation	Statin myotox sup	S100A4 MyoIIA	PGC1a acetyl inh	ERAP1 HTS inh	LGR2 antag
CCN(CC1CCCN(CCc2cccc(F)c2)C1)C(=O)c1cc2ccccc2o1 (configuration not stated)	2	2	0.1	4	-1	0	-1	11
Cc1noc(C)c1NC(=O)N(C)C[C@H]1OCCCC[C@@H](C)Oc2ccc(NC(=O)NC3CCCCC3)cc2C(=O)N([C@@H](C)CO)C[C@H]1C	0	-2	0.0	·	7	15	-6	4
COc1ccc(C(=O)Nc2ccc3c(c2)OC[C@H](C)N(C)C[C@H](C)[C@@H](OC)CN(C)C3=O)cc1	·	-2	0.0	·	-1	8	3	4
O=C(Oc1ccc(/C=N/NC(=O)c2ccccn2)cc1)c1cccc(Br)c1	0	1	0.0	9	-1	·	0	-32
O=C(Cn1cnc2c(nnn2Cc2ccccc2)c1=O)c1ccc(Cl)cc1	-2	-2	0.1	11	-3	5	-1	18
CCC(C(=O)OCC(=O)Nc1cc(Cl)ccc1Cl)c1ccccc1 (configuration not stated)	-3	·	0.0	·	·	-2	·	15
CN(Cc1ccccc1)C(=O)COC(=O)c1ccc(S(=O)(=O)N(C)C)cc1	·	-4	0.0	0	5	-4	1	5
CN1CCN(C(=O)C[C@H]2CC[C@H]3[C@@H](COC[C@H](O)CN3C(=O)C3CCCC3)O2)CC1	-4	-3	0.0	7	-42	5	1	30
CCOc1ccc(/C(O)=C2/C(=O)C(=O)N(c3ncccn3)C2c2ccccc2)cc1 (configuration not stated)	0	-7	0.0	11	-5	2	8	-11
CC(=O)N(C)C[C@H]1Oc2cc(C#CC3CCCC3)ccc2S(=O)(=O)N([C@H](C)CO)C[C@H]1C	1	7	0.0	-7	-1	-9	-11	2
COC(=O)c1sc(N2C(=O)c3oc4ccccc4c(=O)c3C2c2cccc(O)c2)nc1C (configuration not stated)	0	0	-0.2	·	-1	-1	0	4
COC(=O)CCn1nc(-c2ccc(C)cc2)c2ccccc2c1=O	·	0	0.0	·	2	6	-1	-16
C[C@@H]1CCCCO[C@H](CN(C)C(=O)CCC(F)(F)F)[C@@H](C)CN([C@@H](C)CO)C(=O)c2cc(NC(=O)CCC(F)(F)F)ccc2O1	50	3	-0.1	·	0	-6	-2	-10
